mcGAS lum: inhibitors of mouse cGAS; inhibition, % at 12.5 µM; recombinant cGAS, Kinase-Glo ATP depletion luminescence; AID 1259399; 0.15% of 160,000 active; Q8C6L5;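 note: 0% = negative control wells and 100% = reference inhibitor with no enzyme activity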
hcGAS lum: human cGAS inhibition | AID 1259398 | inhibition, % at 12.5 µM | 0.081% of 290,000 active | recombinant h-cGAS, ATP depletion, Kinase-Glo luminescence;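 note: 0% = vehicle reaction and 100% = reaction without DNA for no activity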
Target sequence (Q8N884 whole entry, looked up): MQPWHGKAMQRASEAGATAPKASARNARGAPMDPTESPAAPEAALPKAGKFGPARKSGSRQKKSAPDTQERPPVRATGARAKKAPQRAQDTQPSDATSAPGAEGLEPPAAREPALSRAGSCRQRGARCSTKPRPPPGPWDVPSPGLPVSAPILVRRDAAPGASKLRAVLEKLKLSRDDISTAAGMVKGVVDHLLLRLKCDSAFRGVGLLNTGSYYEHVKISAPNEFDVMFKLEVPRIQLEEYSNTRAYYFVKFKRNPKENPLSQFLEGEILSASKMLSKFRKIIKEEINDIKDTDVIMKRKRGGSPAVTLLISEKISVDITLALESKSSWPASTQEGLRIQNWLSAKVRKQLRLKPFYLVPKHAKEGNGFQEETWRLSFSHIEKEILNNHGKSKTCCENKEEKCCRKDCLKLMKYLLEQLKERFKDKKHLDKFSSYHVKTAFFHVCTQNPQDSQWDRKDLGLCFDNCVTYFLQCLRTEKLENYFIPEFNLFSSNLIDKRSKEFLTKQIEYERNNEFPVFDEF
NPYLR7 agonist: mosquito NPYLR7 agonism. HEK293T NPYLR7/Galpha15, GCaMP6s calcium fluorescence. activation, % at 10 µM. 0.15% of 270,000 active; in the data active = activation above about 40%;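 note: 0% = vehicle and 100% = reference agonist at the receptor; some compounds past the cut are filed as inactive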
The depositor's hits bear a star; . = not tested or not shown; & = joins results of further samples. Cut-off read from the data, not from the text of the source, unless noted: active = inhibition above about 40%; inactive = the rest.

Sequence of screens – NPYLR7 agonist	mcGAS lum	hcGAS lum
CCOC(=O)c1cnc2nc(COc3ccccc3)[nH]n2c1=O
  -14	.	-3
CCOC(=O)c1nn(-c2ccccc2)c(=O)cc1OS(=O)(=O)c1ccc(C)cc1
  -2	-4	-6
COc1ccc(S(=O)(=O)Nc2cc(Cl)ccc2-n2cncn2)cc1
  1	.	-3
Cc1noc(C)c1C(=O)N1CCN2C[C@@H](C(N)=O)[C@H](c3ccccc3)[C@H]2C1
  6	2	-10
CCCCS(=O)(=O)NCc1nnc(SCc2ccc(F)cc2)n1-c1cc(Cl)ccc1Cl
  -3	-4	-4
CC(C)N(Cc1ccc(OS(C)(=O)=O)cc1)C(=O)c1ccccc1Cl
  .	-11	-7
Cc1nnc(NC2CCCCCCC2)c(C#N)c1C
  6	.	2
COc1ccc2nc(-c3cccc(NS(=O)(=O)c4cc(C)c(C)cc4OC)c3)cn2n1
  -9	-10	-3
COc1cc(OC)c(OC)cc1CN1CCOc2ccc(C(O)CCc3ccccc3)cc2C1 (centres undefined)
  30	-12	-9
COc1cccc(CN2CCC2(C)C(=O)Nc2cccc3cccnc23)c1F (centres undefined)
  3	.	-13
Cc1cccc(Oc2cnn(C)c(=O)c2Nc2ccc(C(=O)N3CCOCC3)cc2)c1C
  -1	-4	-6
O=C(Nc1cc(-c2ccco2)nn1-c1ccc(C(F)(F)F)cc1)c1cc(F)cc(C(F)(F)F)c1
  26	-6	-1
O=C(CCSc1ccc2c(c1)OCCO2)NCCN1CCOCC1
  -3	.	-4
CN1CCN(c2nc3c(c(=O)[nH]c(=O)n3C)n2Cc2ccc(Cl)cc2Cl)CC1
  5	.	1
FC(F)(F)c1cccc(C2CN(Cc3cccs3)CC2CN2CCOCC2)c1 (centres undefined)
  .	-2	-2
c1coc(Cn2ccnc2-c2ccc(-c3ccn[nH]3)o2)c1
  2	.	0
CN(C)c1cccc(-c2ccc3c(c2)C(C)(Cc2cc(Cl)ccc2C(F)(F)F)C(=O)N3)c1 (centres undefined)
  2	-2	-1
COc1ccc(-n2cc(CNCCN3CCC(O)CC3)c(-c3cccc(F)c3)n2)cc1
  0	-3	-1
O=C(O)C1C2CCC(O2)C1C(=O)N1CCN(c2ccccc2F)CC1 (centres undefined)
  -5	-1	-10
COC(=O)c1ccc(Cn2nc(-c3ccco3)c3sc(N4CCOCC4)nc3c2=O)cc1
  0	-10	-11
Cc1nn(-c2ccc(F)cc2F)c(C)c1CCC(=O)N1CCSC1
  -10	-3	-7
Cc1cc(=O)[nH]c(-n2nc(-c3cccs3)cc2NC(=O)c2ccccc2Cl)n1
  4	.	-1
O=C(CSc1nc2ncc(Cl)cc2[nH]1)N1CCN(CC(=O)N2CCCC2)CC1
  9	-6	-3
CCOC(=O)N1CCN(C(=O)CSc2nc(Cl)cc(N3CCN(C(=O)c4ccc(OC)cc4)C(C)C3)n2)CC1 (centres undefined)
  -2	-6	-4
CCc1cccc2c(C(CC(=O)NCCc3ccc(OC)c(OC)c3)c3cccc(C(F)(F)F)c3)c[nH]c12 (centres undefined)
  16	-4	-11
O=C(NCC1CCCO1)c1coc(CN(Cc2ccccc2)Cc2ccco2)n1 (centres undefined)
  20	-5	-3
CCCCc1ccc(C(=O)N(CC(=O)N(Cc2ccccc2)Cc2ccc(C)s2)CC(C)CC)cc1 (centres undefined)
  8	-3	2
O=c1cc(CN2CCN(S(=O)(=O)c3c(Cl)cccc3Cl)CC2)occ1OCc1ccc(C(F)(F)F)cc1
  21	-7	-9
Cc1nc(SCc2nc3ccccc3[nH]2)c2ccccc2n1
  5	.	-5
CNC(=O)Cn1c(CO)c[nH]c1=S
  -4	.	-10

Brought forward from above: seven compounds; new compounds follow.
Sequence of screens – NPYLR7 agonist	mcGAS lum	hcGAS lum
CCOC(=O)N1CCN(C(=O)CSc2nc(Cl)cc(N3CCN(C(=O)c4ccc(OC)cc4)C(C)C3)n2)CC1 (centres undefined)
  -2	-6	-4
CCc1cccc2c(C(CC(=O)NCCc3ccc(OC)c(OC)c3)c3cccc(C(F)(F)F)c3)c[nH]c12 (centres undefined)
  16	-4	-11
O=C(NCC1CCCO1)c1coc(CN(Cc2ccccc2)Cc2ccco2)n1 (centres undefined)
  20	-5	-3
CCCCc1ccc(C(=O)N(CC(=O)N(Cc2ccccc2)Cc2ccc(C)s2)CC(C)CC)cc1 (centres undefined)
  8	-3	2
O=c1cc(CN2CCN(S(=O)(=O)c3c(Cl)cccc3Cl)CC2)occ1OCc1ccc(C(F)(F)F)cc1
  21	-7	-9
Cc1nc(SCc2nc3ccccc3[nH]2)c2ccccc2n1
  5	.	-5
CNC(=O)Cn1c(CO)c[nH]c1=S
  -4	.	-10
COc1cccc([C@@H]2CCN(C(=O)c3nc4ccccc4[nH]3)C[C@H]2O)c1
  2	.	0
COc1ccc(-n2ncc(Oc3cccc(C(C)C)c3)c(Nc3ccc(C(=O)NCc4ccco4)cc3)c2=O)cc1
  14	-7	-8
CCC1CC2(O)CC(C#N)(C(=O)N2)C1(C#N)C#N (centres undefined)
  2	.	-7
CCc1cccc(NC(=O)Cn2nc(-c3cccs3)c3sc(N4CCCC4)nc3c2=O)c1
  -1	-7	-7
CCOc1ccc(-c2ccc(=O)n(CCNC(=O)c3sc(-c4ccccc4)nc3C)n2)cc1
  0	1	-1
OCC1(CCc2ccccc2)CCCN(c2ncccn2)C1 (centres undefined)
  9	.	-3
NC1CCN(CCCc2ccccc2)C1=O (centres undefined)
  -3	.	1
CC(C)N(Cc1nccn1C)C(=O)c1cccc(-c2cn[nH]c2)c1
  4	.	-8
O=C(OC(c1cccnc1)C(F)(F)F)c1ccc2c(c1)OCO2 (centres undefined)
  0	.	-5
CC(C)N=c1c([N+](=O)[O-])nn(-c2ccc(Cl)cc2)n1O
  95*	-9	-3
Cc1oc(-c2cccc(Cl)c2)nc1CN1CCN(CC2CCCO2)CC1 (centres undefined)
  8	-16	-7
CC(C)=CC(=O)OC(C)C(=O)Nc1ccc2c(c1)OCO2 (centres undefined)
  2	.	-5
Cc1ccc(-n2nc(C)c3c(=O)c(C(=O)N4c5ccccc5CC4C)c[nH]c32)cc1 (centres undefined)
  -2	-8	-9
CSc1ccc(C(=O)CCC(=O)NCCOc2ccccc2)cc1
  -8	.	-9
CCn1cc(NC(=O)Nc2cccc(OC)c2)c2ccccc21
  8	.	-5
OCc1ccccc1-n1ccc(-c2cccnc2)n1
  8	.	-4
CCS(=O)(=O)Oc1ccccc1CN(CCOC)C(=O)c1ccccc1F
  15	-7	-8
COc1ccc(CC(=O)NCc2nnc3nc(C)cc(C)n23)c(OC)c1
  7	.	-7
Cc1c(C(=O)N2CCCCCC2)c(C(F)(F)F)nn1C1CCCN(C)C1 (centres undefined)
  6	.	0
CC(=O)c1ccc(S(=O)(=O)Nc2c(C)cccc2C(=O)O)cc1
  10	.	-7
COc1ccc(C(C)NC(=O)Nc2cc(Cl)ccc2N2CCOCC2)cc1F (centres undefined)
  16	.	-14
CCc1ccc(CN2C[C@@H](C(=O)O)C[C@H](C(=O)Nc3ccc(C)nc3)C2)o1
  2	-9	-3
Cc1cc(C(=O)N(CCCN(C)C)c2nc3c(F)cccc3s2)no1
  -3	-7	-10
Fc1ccc(OCc2n[nH]c(=S)o2)cc1
  -2	1	14
CSc1ccc(NC(=O)CCC(=O)c2ccc3c(c2)OCCO3)cc1
  1	.	4
O=c1[nH]nc(CN2CCCCC2)n1-c1ccc2c(c1)OCO2
  4	.	-4
Cc1ccc(-c2n[nH]c(=S)n2CC(=O)Nc2nccs2)cc1
  18	.	-9
CN1C[C@H](O)[C@]2(CCN(CCc3ccccc3)C2)S1(=O)=O
  3	-7	3
COc1cccc(C(C)N2CCC(OCC3CCCCO3)CC2)c1 (centres undefined)
  2	.	-7
O=C(Cc1ccccc1)Nc1cccc(-c2ccc3nnc(-c4ccncc4)n3n2)c1
  -14	-8	-6

Additional compounds
Sequence of screens – NPYLR7 agonist	mcGAS lum	hcGAS lum
Cn1nnnc1SCCn1cnc2c1c(=O)n(C)c(=O)n2C
  0	.	0
COCC(=O)NCCOc1ccc2nnc(-c3ccccc3)n2n1
  -9	-9	-7
C[C@H]1C(=O)N(C)CCN1C(=O)CCc1nnc(-c2ccc(-c3ccccc3)cc2)o1
  2&3	1	-7&3
O=c1[nH]n2c(=O)c3ccccc3nc2c2ccccc12
  4	.	10
Cc1ccc(-c2nnc(SCC(=O)NCCCN3CCCC3=O)o2)cc1C
  2	.	-4
CC(C)(C)NC(=O)CSc1cn(CC(=O)N2CCCCC2)c2ccccc12
  -8	-7	-9
CC(C)C(C)N(Cc1ccc(Cl)cc1)Cc1nc(C(=O)N2CCCC2)co1 (centres undefined)
  3	-6	-3
O=C(c1cccc(Oc2ccccc2)c1)N1CCCC(O)(CO)CC1 (centres undefined)
  10	.	-6
CCN(C(=O)c1cccc(S(=O)(=O)N2c3ccccc3CC2C)c1)C1CCCCC1 (centres undefined)
  14	.	-3
Cc1ccc(F)c(NC(=O)C(=O)N2CCCC(NC(=O)C(C)C)C2)c1 (centres undefined)
  6	.	7
COc1cc2[nH]c(=O)n(CCCCC(=O)NCc3ccc(N(C)C)cc3)c(=O)c2cc1OC
  -4	0	-1
O=C(c1cncc(Br)c1)N1CCN(c2nccc(-c3ccco3)n2)CC1
  4	1	3
Cc1cc(Oc2ccccc2)nc(SCc2ccc(C(C)(C)C)cc2)n1
  4	1	1
COc1cc(-c2nc(=O)[nH]c3ccc(Cl)cc23)cc(OC)c1OC
  8	-3	-3
COc1cccc(C(=O)NC(C(=O)N2CCCC2)C2CCN(S(=O)(=O)c3ccc(C)cc3)CC2)c1 (centres undefined)
  10	-5	-5
O=C1N=c2ccccc2=C1c1sc(=O)[nH]c1O
  -8	63*	6
O=C(NC(c1ccccc1)c1ccccc1)C1CCCN1c1nc(Cc2ccc(F)cc2)ns1 (centres undefined)
  24	-6	-4
CCOc1cccc2c1OC[C@@H]1CN(CCOC)C(=O)CCN(C(=O)c3cccs3)[C@H]21
  20	-5	-1
CN(c1ccccc1)c1nc(N2CCOCC2)c2cnn(C)c2n1
  1	-6	-4
CC1CN(c2cc(Cl)nc(SCC(=O)N3CCN(c4cccc(Cl)c4)CC3)n2)CCN1C(=O)C1CCCCC1 (centres undefined)
  -1	-5	0
CC(=O)N(CCN1CCCCC1)CC1CCCN(C2CCCC2)C1 (centres undefined)
  7	.	-10
Cc1ccccc1CNc1ccnc(C(=O)NCCN2CCOCC2)c1
  2	.	-1
Cn1ccnc1CN1CC[C@@](C)(O)[C@@H](Cc2ccccc2)C1
  12	.	-4
COc1ccccc1-n1c(SCc2ccc(C(=O)NCc3ccco3)cc2)nnc1-c1cccs1
  .	-4	-4
CC1SC(c2ccc(C(C)(C)C)cc2)N(CCN2CCN(C(=O)C3CC3)CC2)C1=O (centres undefined)
  13	-3	-1
N#CC(C=Nc1ccc2c(c1)OCO2)c1nc(-c2ccco2)cs1 (centres undefined)
  11	-7	-6
Cc1ccc(C)c(-n2cc(CN3CCC(C(=O)N4CCCC4)CC3)c(-c3ccccc3)n2)c1
  0	-2	-3
CCc1cc(CNC(=O)CC2C(=O)NCCN2C/C=C/c2ccccc2OC)on1 (centres undefined)
  0	-9	-5
C/C(N)=C(/C#N)C(=O)COc1ccc([N+](=O)[O-])cc1
  7	-5	-7
CC(=O)NCCNc1nc2cc(-c3ccc(C)cc3)sc2c(=O)n1C
  7	.	-10

(cont.)
Sequence of screens – NPYLR7 agonist	mcGAS lum	hcGAS lum
CCCCNC(=O)c1c(N)n(/N=C\c2cccc(OC)c2OC)c2nc3ccccc3nc12
  6	-6	-6
CCCCN(C=O)c1c(CC)nc2ccc(C(=O)NCCCN(C)C)cn12
  11	-5	-4
O=C(O)c1cc(-n2cc(CCO)cn2)ccc1F
  8	-10	-2
COc1ccc(-n2nc(C(=O)N3CCOCC3)c(=O)n(Cc3cccc(F)c3)c2=O)cc1
  6	-2	-1
Cc1ccc(CNC(=O)C2CCC(=O)N(CCc3ccccn3)C2)s1 (centres undefined)
  -4	-5	-8
O=C(CCN1C(=O)SC(=Cc2cccs2)C1=O)NCc1ccco1
  19	-9	-6
Cc1cn(C)nc1C(=O)N(CCN1CCOCC1)c1nc2c(Cl)cccc2s1
  3	-10	-6
Cc1nc(-c2ccccc2)sc1C(=O)NCCOc1ccc(-c2ccco2)nn1
  -5	-8	-10
CCC(=O)Nc1ccc(SCC(=O)c2ccc(C)cc2C)nn1
  6	.	-7
Cc1cc(C)c(S(=O)(=O)NC2CCN3CCCC23)c(C)c1 (centres undefined)
  2	.	-7
O=C(c1cc(-c2ccccc2)nc2ccccc12)N1CCCN(c2ccc(C(F)(F)F)cn2)CC1
  0	-8	-6
CCCc1nc(CN(CC)C(=O)C2CC(=O)c3ccccc32)no1 (centres undefined)
  0	.	-7
CN(C)CC(C)(C)CN1CC(COc2ccccc2)Oc2ncccc2S1(=O)=O (centres undefined)
  0	-3	-1
Clc1cncc(N2CCC(c3nc(C4CC4)n[nH]3)CC2)n1
  2	.	0
N#CCCN1CCN(C2=NC(=O)C(=Cc3ccccc3OS(=O)(=O)c3ccccc3)S2)CC1
  0	-5	-8
O=C(CCC(=O)N1CCc2ccccc2C1)NCCc1ccc(O)cc1
  -3	-3	-6
COc1ccc(-n2[nH]c(C(C)C)c(C3=C(N4CCN(C)CC4)C(=O)N(C4CCCCC4)C3=O)c2=O)cc1
  -5&5	-9&-6	-10&7
COc1ccc(N(CC(=O)NCc2ccc(Cl)cc2Cl)S(=O)(=O)c2ccccc2[N+](=O)[O-])c(OC)c1
  13	-1	-6

Screening data as filed in PubChem.
